Large T inhibition: SV40 large T antigen inhibitors, biochemical (AID 1903) | SV40 large T antigen ATPase/helicase inhibition assay; higher % means a stronger effect | one-dose inhibition, % at 20 µM; IC50 in µM for titrated hits | actives 0.39% (n = 310,000); in the data active = a potency from the dose series; also: strong numbers were not always called active
GPR55 beta-arrestin: GPR55 agonists via beta-arrestin recruitment, primary screen, imaging, U2OS cells, beta-arrestin-GFP redistribution (AID 1961) | U2OS GPR55 beta-arrestin-GFP redistribution imaging; higher % means a stronger effect | actives 0.048% (n = 290,000) | one-dose activation, % at 10 µM; EC50 in µM for titrated hits;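 active = activation above 40% with more than 50 cells counted in the well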;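 also: U2OS osteosarcoma cells stably expressing GPR55 and beta-arrestin-GFP; plate controls were DMSO negative control for no effect and LPI positive control for full effect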
Hep lipid drop: hepatic lipid droplet formation modulation. AML12 mouse hepatocytes, oleate lipid droplets, BODIPY imaging. inhibition, % at 6.5 µM. actives 0.4% (n = 240,000). AID 1656;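 active = lipid droplet intensity inhibited by at least 50%, with more than 500 cells counted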
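Material: mouse AML12 hepatocyte cell line, fixed after treatment; Timing: compound with oleate, overnight; Technique: high-content imaging of BODIPY-stained droplets and DAPI nuclei; Probe or stimulus: oleate, 100 µM final; Dosing: compound at 6.5 µM only.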
T cell HTS: T cell immune modulation candidate | 2C CD8+ T cell-vesicle binding, flow cytometry; active compounds read low | calls only at 7 µM | actives 0.068% (n = 330,000) | AID 2052;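 active = response, share of CD8 T cells binding vesicles, and their 90th percentile fluorescence all below set limits, cut at about 80% in these data, passing the limit was not always enough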
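Test system: purified 2C TCR transgenic mouse naive CD8+ T cells. Probe or stimulus: QL9-peptide-loaded Drosophila micro-vesicles bearing Ld, ICAM-1 and B7-1. Incubation: binding step 1.5 h, 37 °C, antibody labelling 20 min, ice. Measured by: flow cytometry of vesicle-bound cells.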
GPR35 antagonists: inhibition of zaprinast-stimulated GPR35 beta-arrestin translocation – imaging, U2OS, beta-arrestin-GFP, zaprinast agonist, primary screen (AID 2058); U2OS GPR35 beta-arrestin-GFP translocation imaging, zaprinast antagonism; higher % means a stronger effect; one-dose inhibition, % at 10 µM; IC50 in µM for titrated hits; actives 0.052% (n = 290,000);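 active = inhibition of at least 50% with at least 30 cells and total cytoplasm GFP at most 10,000,000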
GPR55 LPI antagonism: GPR55 antagonists blocking LPI-driven arrestin recruitment, primary screen, imaging, U2OS, beta-arrestin-GFP, LPI agonist (AID 2013); U2OS GPR55 beta-arrestin-GFP translocation imaging, LPI antagonism; higher % means a stronger effect; one-dose inhibition, % at 10 µM; IC50 in µM for titrated hits; actives 0.13% (n = 290,000);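 active = spots per cell inhibited over 60%, with over 100 cells counted and total cytoplasm intensity under 500,000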;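 also: U2OS cells stably carrying GPR55 and arrestin-GFP stimulated by 5 µM LPI near EC80; imaged beta-arrestin-GFP aggregate spots per cell after agonist stimulation; plate controls were LPI-stimulated DMSO wells for no effect and DMSO wells without LPI for full effect; some results filed as inactive read as strong as hits; confirmed hits need IC50 under 10 µM and bright autofluorescent wells are also inconclusive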
NTR1 ag: NTR1-driven beta-arrestin-GFP spot formation – imaging, U2OS cells, high content, primary screen (AID 493036); P30989; agonist mode; activation, % at 20 µM; actives 0.17% (n = 330,000);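 active = activation at or above 40% of the spot to cytoplasm intensity ratio, with at least 20 cells analyzed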;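 also: 0% = DMSO without peptide and 100% = 100 nM NTR1 peptide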
Target sequence (P30989 whole entry, looked up): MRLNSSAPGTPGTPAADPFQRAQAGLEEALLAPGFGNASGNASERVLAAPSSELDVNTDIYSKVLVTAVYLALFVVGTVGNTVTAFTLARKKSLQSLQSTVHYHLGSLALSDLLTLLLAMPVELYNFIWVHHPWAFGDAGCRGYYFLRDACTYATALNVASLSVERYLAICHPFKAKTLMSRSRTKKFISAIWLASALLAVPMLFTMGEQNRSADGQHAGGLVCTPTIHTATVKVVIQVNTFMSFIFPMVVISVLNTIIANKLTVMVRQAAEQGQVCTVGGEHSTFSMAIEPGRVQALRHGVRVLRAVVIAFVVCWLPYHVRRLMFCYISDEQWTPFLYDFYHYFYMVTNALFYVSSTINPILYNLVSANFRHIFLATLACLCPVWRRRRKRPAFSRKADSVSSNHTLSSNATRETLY
LYP phosphatase: inhibitors of LYP phosphatase, biochemical, fluorescence intensity, uHTS (AID 1779); recombinant LYP phosphatase, fluorescence intensity; higher % means a stronger effect; one-dose inhibition, % at 11.5 µM; IC50 in µM for titrated hits; actives 0.054% (n = 290,000); in the data active = inhibition above about 50%;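 also: plate controls were vehicle with enzyme for no effect and no enzyme for full effect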
MgcRacGAP inhibition: MgcRacGAP GTPase-activating activity inhibitors, confirmation, biochemical, ADP Hunter fluorescence; MgcRacGAP-stimulated Rac1 GTP hydrolysis, ADP Hunter fluorescence; higher % means a stronger effect; GST-tagged Rac1 F28L mutant substrate; inhibition, % at 30 µM, or IC50 in µM where a hit was titrated; actives 0.6% (n = 340,000);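 active = first-screen hits whose inhibition reached a set limit at any dose in the follow-up dose series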;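 also: fluorescence reports GDP produced by GAP-driven GTP hydrolysis; strong numbers were not always called active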
Hep lipid drop cells 6.5 µM: also measured in Hep lipid drop; calls as there; cell count; measured here: cell count, cytotoxicity flag;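 cells counted across two imaged fields per well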
T cell HTS vesicle-bound %: also measured in T cell HTS; calls as there; double positive events, %; measured here: CD8+ vesicle-bound cell fraction;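 binding gate set so that unloaded-vesicle control wells show 10% double positive cells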
NTR1 ag cell count 20 µM: also measured in NTR1 ag; calls as there; cell count; measured here: cell count, cytotoxicity flag
Starred values were filed as active, the others as inactive.

`NC(=O)COC(=O)CC12CC3CC(CC(C3)C1)C2` gave Large T inhibition 6.7%, GPR55 beta-arrestin -0.6%, Hep lipid drop 0.7, T cell HTS inactive, GPR35 antagonists -16.0%, GPR55 LPI antagonism 3.3%, NTR1 ag 1.1, LYP phosphatase -4.3%, MgcRacGAP inhibition 6.3%, Hep lipid drop cells 6.5 µM 658, T cell HTS vesicle-bound % 20.4 and NTR1 ag cell count 20 µM 40.
CCC(C)Nc1nc2ccccc2n2c(C)nnc12 (stereo not given) was read as Large T inhibition 28.8%, GPR55 beta-arrestin 0.6%, Hep lipid drop 26.3, T cell HTS inactive, GPR35 antagonists 13.6%, GPR55 LPI antagonism -3.8%, NTR1 ag 1.4, LYP phosphatase -5.7%, MgcRacGAP inhibition 3.2%, Hep lipid drop cells 6.5 µM 869, T cell HTS vesicle-bound % 37.5 and NTR1 ag cell count 20 µM 94.
For O=C(NCCCCNC(=O)c1cccs1)c1cccs1 the results were Large T inhibition 6.9%, GPR55 beta-arrestin 1.6%, Hep lipid drop -9.0, T cell HTS inactive, GPR35 antagonists -15.6%, GPR55 LPI antagonism -5.2%, NTR1 ag -0.3, LYP phosphatase -9.1%, MgcRacGAP inhibition 3.7%, Hep lipid drop cells 6.5 µM 675, T cell HTS vesicle-bound % 50.1 and NTR1 ag cell count 20 µM 57.
`COc1ccc(C2C(C(C)=O)=C(O)C(=O)N2c2nccs2)c(OC)c1` (stereo not given) gave Large T inhibition 3.5%, GPR55 beta-arrestin -0.1%, Hep lipid drop -3.4, T cell HTS inactive, GPR35 antagonists 0.3%, GPR55 LPI antagonism 19.6%, NTR1 ag -0.6, LYP phosphatase -0.5%, MgcRacGAP inhibition 2.8%, Hep lipid drop cells 6.5 µM 720, T cell HTS vesicle-bound % 40.2 and NTR1 ag cell count 20 µM 87.
`O=C(N/N=C/c1ccc([N+](=O)[O-])cc1)c1ccccc1OCc1ccccc1` gave Large T inhibition 2.1%, GPR55 beta-arrestin -0.1%, Hep lipid drop -35.1, T cell HTS inactive, GPR35 antagonists 0.8%, GPR55 LPI antagonism 10.3%, NTR1 ag 3.7, LYP phosphatase 2.4%, MgcRacGAP inhibition 12.0%, Hep lipid drop cells 6.5 µM 799, T cell HTS vesicle-bound % 65.5 and NTR1 ag cell count 20 µM 56.
`Cc1cc(C)cc(NC(=O)C2CCN(S(=O)(=O)c3c(C)n[nH]c3C)CC2)c1` gave Large T inhibition 8.6%, GPR55 beta-arrestin -0.1%, T cell HTS inactive, GPR35 antagonists 4.2%, GPR55 LPI antagonism 19.6%, NTR1 ag 0.8, LYP phosphatase -6.2%, MgcRacGAP inhibition 10.9%, T cell HTS vesicle-bound % 25.3 and NTR1 ag cell count 20 µM 48.
Cn1cc(CCCC(=O)NCc2ccccc2)c2ccccc21 was read as Large T inhibition 10.2%, GPR55 beta-arrestin -0.3%, Hep lipid drop 8.3, T cell HTS inactive, GPR35 antagonists -3.4%, GPR55 LPI antagonism -2.9%, NTR1 ag -0.8, LYP phosphatase -6.7%, MgcRacGAP inhibition -1.7%, Hep lipid drop cells 6.5 µM 777, T cell HTS vesicle-bound % 45.1 and NTR1 ag cell count 20 µM 79.
`CC(=O)Cc1nsc(NC(=O)c2oc(-c3ccccc3Cl)cc2C)n1` gave Large T inhibition 13.3%, GPR55 beta-arrestin -0.1%, Hep lipid drop -4.2, T cell HTS inactive, GPR35 antagonists -18.7%, GPR55 LPI antagonism -18.8%, NTR1 ag -3.3, LYP phosphatase 6.1%, MgcRacGAP inhibition -9.3%, Hep lipid drop cells 6.5 µM 674, T cell HTS vesicle-bound % 31.2 and NTR1 ag cell count 20 µM 61.
`CN(C)c1ccc(C(=S)N2CCN(Cc3ccccc3)CC2)cc1` gave Large T inhibition 18.1%, GPR55 beta-arrestin 0.0%, Hep lipid drop -5.7, T cell HTS inactive, GPR35 antagonists 9.0%, GPR55 LPI antagonism 0.9%, NTR1 ag 1.1, LYP phosphatase -3.1%, MgcRacGAP inhibition 28.2%, Hep lipid drop cells 6.5 µM 693, T cell HTS vesicle-bound % 29.4 and NTR1 ag cell count 20 µM 53.
O=C(Nc1ccccc1)/C(=C/c1cccnc1)NC(=O)c1ccco1 was read as Large T inhibition 2.2%, GPR55 beta-arrestin -0.5%, Hep lipid drop 3.9, T cell HTS inactive, GPR35 antagonists -8.4%, GPR55 LPI antagonism 3.2%, NTR1 ag 0.4, LYP phosphatase -5.1%, MgcRacGAP inhibition 6.2%, Hep lipid drop cells 6.5 µM 696, T cell HTS vesicle-bound % 43.5 and NTR1 ag cell count 20 µM 48.
`COc1ccc(NC(=O)Nc2ccccc2C(N)=O)cc1OC` gave Large T inhibition 5.9%, GPR55 beta-arrestin -0.4%, Hep lipid drop 4.2, T cell HTS inactive, GPR35 antagonists -16.0%, GPR55 LPI antagonism 0.7%, NTR1 ag -1.4, LYP phosphatase 1.5%, MgcRacGAP inhibition 9.7%, Hep lipid drop cells 6.5 µM 592, T cell HTS vesicle-bound % 9.4 and NTR1 ag cell count 20 µM 41.
Cn1cccc1/C=N\NC(=O)c1cncc(Br)c1 was read as Large T inhibition 10.1%, GPR55 beta-arrestin -0.3%, Hep lipid drop -10.8, T cell HTS inactive, GPR35 antagonists 14.5%, GPR55 LPI antagonism -4.7%, NTR1 ag -0.3, LYP phosphatase -8.2%, Hep lipid drop cells 6.5 µM 707, T cell HTS vesicle-bound % 32.2 and NTR1 ag cell count 20 µM 45.
Screening COc1ccc(NC(=O)CN2CCC(C)CC2)c([N+](=O)[O-])c1 returned Large T inhibition 1.8%, GPR55 beta-arrestin -0.4%, Hep lipid drop 17.8, T cell HTS inactive, GPR35 antagonists -9.4%, GPR55 LPI antagonism -2.1%, NTR1 ag 1.0, LYP phosphatase -0.6%, MgcRacGAP inhibition 8.8%, Hep lipid drop cells 6.5 µM 761, T cell HTS vesicle-bound % 37.0 and NTR1 ag cell count 20 µM 42.
For CC(OC(=O)C1=Cc2ccccc2OC1)C(=O)NC(C)(C)C (stereo not given) the results were Large T inhibition 5.5%, GPR55 beta-arrestin -0.2%, Hep lipid drop 0.5, T cell HTS inactive, GPR35 antagonists -5.9%, GPR55 LPI antagonism 4.5%, NTR1 ag -0.7, LYP phosphatase -3.0%, MgcRacGAP inhibition -2.7%, Hep lipid drop cells 6.5 µM 693, T cell HTS vesicle-bound % 30.9 and NTR1 ag cell count 20 µM 44.
CN(CC(=O)Nc1ccc(F)c(F)c1F)C(=O)c1cc(-c2ccncc2)nc2ccccc12 was read as Large T inhibition 15.9%, T cell HTS inactive, NTR1 ag 0.2, MgcRacGAP inhibition 6.0%, T cell HTS vesicle-bound % 35.1 and NTR1 ag cell count 20 µM 53.
CC1(c2ccccc2)NC(=O)N(CC(=O)Nc2ccc(C(N)=O)cc2)C1=O (stereo not given) was read as Large T inhibition 2.1%, GPR55 beta-arrestin -0.2%, Hep lipid drop 7.8, T cell HTS inactive, GPR35 antagonists -6.7%, GPR55 LPI antagonism 4.0%, NTR1 ag -0.4, LYP phosphatase -11.1%, MgcRacGAP inhibition 9.8%, Hep lipid drop cells 6.5 µM 857, T cell HTS vesicle-bound % 24.0 and NTR1 ag cell count 20 µM 60.
CCOc1ccc(OCCOC(=O)CN2C(=O)NC3(CCCC3)C2=O)cc1 was read as Large T inhibition 5.7%, T cell HTS inactive, NTR1 ag 3.4, MgcRacGAP inhibition 10.7%, T cell HTS vesicle-bound % 4.4 and NTR1 ag cell count 20 µM 53.
Screening Cc1cccc(OCc2nc(-c3nonc3N)no2)c1C returned Large T inhibition 1.9%, GPR55 beta-arrestin -0.2%, Hep lipid drop 3.9, T cell HTS inactive, GPR35 antagonists -0.7%, GPR55 LPI antagonism -12.7%, NTR1 ag 1.4, LYP phosphatase 1.3%, MgcRacGAP inhibition -9.5%, Hep lipid drop cells 6.5 µM 754, T cell HTS vesicle-bound % 16.0 and NTR1 ag cell count 20 µM 74.
`Cc1nnc(NC(=O)CSc2nnc(CNC(=O)C34CC5CC(CC(C5)C3)C4)n2C2CCCCC2)s1` gave Large T inhibition 11.5%, GPR55 beta-arrestin -0.3%, Hep lipid drop -17.0, T cell HTS inactive, GPR35 antagonists -2.6%, GPR55 LPI antagonism -0.9%, NTR1 ag 4.9, LYP phosphatase -0.5%, MgcRacGAP inhibition 9.9%, Hep lipid drop cells 6.5 µM 476, T cell HTS vesicle-bound % 22.8 and NTR1 ag cell count 20 µM 62.
Cc1ccc(NCc2nnc(SCC(=O)NNC(=O)Cc3ccccc3)n2C)cc1 was read as Large T inhibition 20.7%, GPR55 beta-arrestin -1.9%, Hep lipid drop -3.2, T cell HTS inactive, GPR35 antagonists 2.9%, GPR55 LPI antagonism 4.2%, NTR1 ag -0.8, LYP phosphatase -4.6%, MgcRacGAP inhibition -15.6%, Hep lipid drop cells 6.5 µM 662, T cell HTS vesicle-bound % 51.9 and NTR1 ag cell count 20 µM 73.
O=C(COC(=O)CCc1nc2ccccc2c(=O)[nH]1)Nc1c(Cl)cccc1C(F)(F)F was read as Large T inhibition 13.2%, T cell HTS inactive, NTR1 ag -0.5, MgcRacGAP inhibition 3.9%, T cell HTS vesicle-bound % 42.2 and NTR1 ag cell count 20 µM 49.
CC1Cc2cc(S(=O)(=O)N3CCCCC3)ccc2N1C(=O)C1CCC1 (stereo not given) was read as Large T inhibition 2.5%, GPR55 beta-arrestin -0.1%, Hep lipid drop -21.0, T cell HTS inactive, GPR35 antagonists -18.0%, GPR55 LPI antagonism 14.9%, NTR1 ag 2.1, LYP phosphatase -9.3%, MgcRacGAP inhibition 2.5%, Hep lipid drop cells 6.5 µM 667, T cell HTS vesicle-bound % 24.9 and NTR1 ag cell count 20 µM 74.

Screening data deposited in PubChem by several laboratories.
